Screening results as filed in PubChem.
TDP-43 yeast inh – inhibitors of TDP-43 toxicity in yeast; Potency, µM (titrated, usually from 46.1 µM), for inactives: at the top dose growth rescue (activation), actives largely listed as activators; hit rate 1.8% among 410,000; TDP-43 expressing yeast growth rescue, BacTiter-Glo, 24 h; also: % of control where 0% means no effect; nearly all actives have a fitted effect of over 50% in size
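Cell-based yeast growth screen: TDP-43 expression induced in galactose, inoculum OD600=0.02 after raffinose pregrowth to mid-log. Read-out BacTiter-Glo luminescence at 24 hr, 30 deg C; inhibition of toxicity seen as signal increase.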
EPAC1 agonist – activates human EPAC1 exchange factor. O95398. EPAC1 agonist qHTS, biochemical assay; response scale: 100% = response to 6.5 mM cAMP. Potency, µM (series often up to 154 µM), for inactives: top-dose activation, actives largely listed as activators. hit rate 0.073% among 360,000; also: nearly all actives have a fitted effect of over 60% in size
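EPAC1 100 nM, Rap1B–BODIPY-GDP 250 nM, unlabeled GDP 50 uM; compound titration; 5 min RT; kinetic read ex480/em540 at 5-min intervals ×30 min; data normalized to 6.5 mM cAMP agonist control.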
EPAC2 antagonist – EPAC2 (human) antagonism; Potency, µM (series often up to 114 µM), without a hit: at the highest dose activity, negative = inhibition, most hits filed as inhibitors; AID 720708; Q8WZA2; EPAC2 GEF exchange of Rap1B-BODIPY-GDP, fluorescence; hit rate 0.18% among 360,000; also: % is scaled to controls: 0 for no effect and ±100 for the full control effect; nearly all actives have a fitted effect of over 45% in size; many of its hits are not listed in these tables
EPAC1 antag – blocks human EPAC1 exchange factor; AID 720709; EPAC1 GEF assay, Rap1b-BODIPY-GDP exchange fluorescence; Potency, µM (top dose mostly 115 µM), without a hit: at the highest dose activity change, negative = inhibition, actives largely listed as inhibitors; hit rate 0.14% among 360,000; O95398;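 also: plate controls were vehicle for no effect and positive control for full effect; nearly all actives have a fitted effect of over 50% in size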
FUS suppressor – rescues growth of FUS-expressing yeast | S. cerevisiae FUS-expressing, growth rescue, OD600, 24 h | Potency, µM (doses to about 76.6 µM), without a hit: at the top dose growth rescue (activation), actives largely listed as activators | hit rate 0.24% among 390,000;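 also: plate controls were DMSO vehicle for no effect and reference control for full effect; nearly all actives have a fitted effect of over 55% in size; some results filed as inactive show a strong effect at the top dose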
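Steps: raffinose overnight preculture; dilution to OD 0.005 in 2% galactose minimal medium; compound addition (concentration series); 24hr at 30C, 99% humidity; absorbance read at 600 nm.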
EPAC2 agonist – EPAC2 (human) agonism | AID 720711 | EPAC2 activation, biochemical qHTS; response scale: 100% = 6.5 mM cAMP response | Potency, µM (series often up to 154 µM), for inactives: at the top dose activation, hits mostly activators | hit rate 0.079% among 360,000 | Q8WZA2; also: nearly all actives have a fitted effect of over 50% in size
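Each well held 100 nM EPAC2, 250 nM RAP1B-BODIPY-GDP and 50 uM GDP. Fluorescence, read at 5-min intervals to 30 min, was referenced to a 6.5 mM cAMP positive control.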
PTHR1 ag – activates the human parathyroid hormone receptor PTHR1; Q03431; HEK293 GP2 PTHR1 cells, GloSensor cAMP luminescence, 1 h; Potency, µM (series often up to 115 µM), for the others: at the highest dose activation, usual class: activators; hit rate 0.075% among 410,000; AID 743266; also: nearly all actives have a fitted effect of over 55% in size; some results filed as inactive show a strong effect at the top dose; inactives centre near -15; many of its hits are not listed in these tables
Target sequence (Q03431 whole entry, looked up): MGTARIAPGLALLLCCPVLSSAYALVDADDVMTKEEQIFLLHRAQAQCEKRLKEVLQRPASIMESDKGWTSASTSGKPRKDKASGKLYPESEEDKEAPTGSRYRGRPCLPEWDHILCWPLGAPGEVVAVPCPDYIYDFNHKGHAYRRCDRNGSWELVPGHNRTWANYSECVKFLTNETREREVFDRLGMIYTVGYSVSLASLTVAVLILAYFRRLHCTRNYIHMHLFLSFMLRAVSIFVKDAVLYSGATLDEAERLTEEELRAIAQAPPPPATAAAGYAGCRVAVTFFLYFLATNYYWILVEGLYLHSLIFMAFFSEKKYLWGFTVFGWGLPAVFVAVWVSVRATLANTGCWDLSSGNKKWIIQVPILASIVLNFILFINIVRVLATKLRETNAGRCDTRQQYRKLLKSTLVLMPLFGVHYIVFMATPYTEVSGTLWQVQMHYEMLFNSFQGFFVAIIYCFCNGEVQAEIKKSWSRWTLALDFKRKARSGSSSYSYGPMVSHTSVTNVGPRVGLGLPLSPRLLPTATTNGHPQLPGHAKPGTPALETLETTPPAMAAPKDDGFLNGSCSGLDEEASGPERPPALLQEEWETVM
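HEK-293-derived GP2 cells expressing PTHR1 and a GloSensor cAMP reporter, 3,000/well, plated overnight, given luciferin plus IBMX (each 0.5 mM as added) for 1 h at 37 °C, then compound for 1 h at 37 °C. Luminescence was read after 15 min at room temperature.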
aSyn yeast inh – inhibitors of alpha-synuclein toxicity in yeast. hit rate 0.14% among 370,000. AID 652106. Yeast expressing alpha-synuclein, growth rescue, BacTiter-Glo, 24 h. Potency, µM (titrated, usually from 46.1 µM), inactives show at the highest dose growth rescue (activation), most hits filed as activators; also: % of control where 0% means no effect; nearly all actives have a fitted effect of over 65% in size
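Rescue of yeast growth: cells expressing toxic alpha-synuclein, induced in galactose at OD600 0.02, incubated with compound 24 h at 30 C. ATP luminescence quantified growth; inhibitors of toxicity appear as activators.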
* = called active by the depositor; i = inactive; ? = inconclusive; nt = not tested or not shown; [ ] = dose if it differs, or a comment. Calls follow the shape of the dose curve; as a rule, active = well fitted curve in the direction sought with a large enough effect; inconclusive = small, poorly fitted or top-dose-only effect, or another doubt; inactive = no such curve, though single readings can be large; an effect the other way counts as inactive or inconclusive. Potency is read from the fitted curve at half-maximal effect.

Order of results: TDP-43 yeast inh | EPAC1 agonist | EPAC2 antagonist | EPAC1 antag | FUS suppressor | EPAC2 agonist | PTHR1 ag | aSyn yeast inh
COc1ccc(C(Nc2ccccn2)c2c(NC(=O)c3ccco3)sc(C)c2C)cc1 (stereo not drawn)
  16% | -2% | 5% | -5% | 18% | 7% | -3% | 1%
Fc1cccc(Cc2c(-c3ccccc3)nc3ccc(Br)cn23)c1
  24% | 12% | ? | -21% | 3% | 14% | -15% | 2%
CC(C)C(=O)NC(NC(=S)NC1CCS(=O)(=O)C1)C(Cl)(Cl)Cl (stereo not drawn)
  -16% | 3% | 13% | 6% | -4% | 6% | i | -6%
COc1cc(/C=C(\C#N)C(=O)NCCc2ccccc2)cc(OC)c1O
  0% | -1% | 4% | 3% | 12% | 8% | i | 5%
COc1ccc(C(=O)N/C(=C/c2cccnc2)C(=O)N2CCOCC2)cc1OC
  -21% | -9% | 7% | -2% | 14% | -1% | i | 7%
CCn1c(C)cc(C=C2C(=O)c3ccccc3C2=O)c1C
  4% | -41%[inhibitor] | 5% | 69%[activator] | 1% | -42%[inhibitor] | -43%[inhibitor] | -5%
CCCOc1ccc(C(C)=O)cc1CN1CCOCC1
  -5% | -15% | 10% | -10% | 46% | -6% | -4% | 3%
CCOC(=O)c1ccc(NC(=O)Cn2cccc2)cc1
  5% | -5% | 11% | 11% | 22% | -2% | -2%[57.5 µM] | -5%
CCOc1ccc(C(=O)Nc2ccc3c(c2)OCO3)cc1OCC
  7% | -7% | 0% | 6% | -4% | 2% | i | 0%
O=C1C(=C(c2ccccc2)c2ccccc2)Nc2ccccc21
  23% | 9% | -35% | -8% | 4% | 6.3µM* | -32%[inhibitor][57.5 µM] | 14%
COc1cc(NC(C)CCCNC(C)C)c2ncccc2c1OC (stereo not drawn)
  -25% | 0% | -3% | -1% | 22% | -1% | -12% | -2%
COc1ccc(C(=O)NC(=S)N2CCNC(=O)C2)cc1Br
  9% | 12% | 6% | -2% | -20% | 8% | i | 10%
CC(C)(C)OC(=O)C[C@H]1C/C=C\C[C@@H](CC(=O)N(CCO)Cc2ccccc2)C(=O)N[C@@H](c2ccccc2)COC1=O
  -8% | -16% | 7% | 10% | 18% | 4% | 22% | -20%
Cc1ccc(NC(=O)Cc2nn(C)c(=O)c3ccccc23)cc1F
  -1% | -2% | 0% | 2% | -30% | -7% | -14% | -4%
CC(C)Cn1c(N)c(C(=O)COC(=O)c2cc(F)cc(F)c2)c(=O)n(C)c1=O
  10% | -14% | -20% | -24% | -1% | -18% | -48%[inhibitor] | -6%

Next entries:
Order of results: TDP-43 yeast inh | EPAC1 agonist | EPAC2 antagonist | EPAC1 antag | FUS suppressor | EPAC2 agonist | PTHR1 ag | aSyn yeast inh
Cc1ccccc1COc1ccc2oc(C)c(C(=O)O)c2c1
  -5% | 7% | -4% | 17% | -3% | 1% | -5% | -2%
CCCCCn1c(N)c(-c2nc3ccccc3o2)c2c([N+](=O)[O-])nn(C)c(=O)c21
  16% | 8% | 1% | 5% | -25% | -4% | i | 0%
Cc1cc(C)n2nc(C(=O)Nc3cccc(S(=O)(=O)N4CCCC4)c3)nc2n1
  3% | 7% | -16% | -9% | 14% | 10% | -2% | -3%
Nc1nc(N)c(Cc2ccc(Cl)cc2Cl)c(N)n1
  -1% | 4% | 6% | -10% | 31% | 8% | -24% | 6%
Cc1ccc2c(c1)N(C(=O)CCC(=O)N1CCC(C(N)=O)CC1)CCO2
  10% | -2% | 9% | 3% | -25% | -4% | -17% | 6%
O=C(CCN1C(=O)c2ccccc2S1(=O)=O)Nc1ccc(F)c([N+](=O)[O-])c1
  21% | -1% | 1% | -8% | 17% | 8% | i | 2%
CCN(CC)CCCN=C(N)N
  -7% | 0% | 0% | -5% | -9% | 13% | -37%[inhibitor] | -1%
COc1cc(NC(=O)CNc2ccc(Cl)c(S(=O)(=O)N3CCOCC3)c2)cc(OC)c1
  -1% | -3% | -5% | -7% | 37% | 10% | -76%[inhibitor] | -9%
c1ccc(CCNc2ncnc3ccccc23)cc1
  16% | 10% | 14% | -20% | -11% | 11% | -92%[inhibitor] | -7%
COc1cc(C=O)ccc1Oc1nnnn1-c1ccccc1
  -16%[1.82 µM] | -10% | -21% | -11% | 12% | 2% | -16% | 7%
COc1ccc(OC)c(C(c2nnnn2C(C)(C)C)N2CCc3ccccc3C2)c1 (stereo not drawn)
  -13% | -8% | -2% | -20% | 7% | 4% | -6% | -4%
CC(=O)C(Sc1nn(C)c(=S)s1)C(=O)Nc1ccccc1 (stereo not drawn)
  ? | 0% | -2% | -4% | 19% | 2% | -3% | 1%
CC1(C)CC(=O)C=C(/C=C/c2ccccc2)C1
  13% | -8% | 5% | -19% | -12% | 10% | -17% | -1%
O=C(O)C1CCN(S(=O)(=O)c2cccc3nonc23)CC1
  -8% | -7% | 2% | 2% | -11% | -2% | i | 1%
CC(=O)Nc1cc(-c2ccncc2)cn2c(-c3ccccc3)cnc12
  -8% | -13% | 8% | -5% | -2% | 7% | -23% | -6%

The list goes on.
Order of results: TDP-43 yeast inh | EPAC1 agonist | EPAC2 antagonist | EPAC1 antag | FUS suppressor | EPAC2 agonist | PTHR1 ag | aSyn yeast inh
COc1cc(C(=O)Nc2ccc(Br)cc2C(=O)c2cc(OC)c(OC)c(OC)c2)cc(OC)c1OC
  -10% | 1% | -12% | 6% | 12% | 6% | -11%[57.5 µM] | 2%
Nc1cccc(-c2cn(-c3cc4cc(C#CC5(O)CCCCC5)ccc4oc3=O)nn2)c1
  0% | 6% | -7% | 5% | ? | 2% | i | -3%
N#Cc1ccc(C(=O)N/N=C/c2cn(CC(=O)O)c3ccccc23)c(F)c1
  14% | -8% | 3% | 1% | nt | -2% | i | -2%
CC1=CC(C)(C)N2C(=O)C3(NCCc4c3[nH]c3ccccc43)c3cc(C)cc1c32 (stereo not drawn)
  -12% | -7% | -6% | -14% | 2% | 21% | i | -7%
COc1cc(O)c(C(CCN2CCN(c3ccccc3)CC2)c2ccc(N(C)C)cc2)c(OC)c1 (stereo not drawn)
  9% | -8% | -5% | -1% | -4% | -13% | 12% | 1%
COc1ccc(N2CCN(C(=O)c3oc4ccccc4c3C)CC2)cc1
  ? | 15% | -8% | -11% | 46% | 10% | -13% | -2%
O=C(CNC(=O)C1CCCCC1)OC(C(=O)c1ccccc1)c1ccccc1 (stereo not drawn)
  nt | -22% | 1% | -9% | 7% | 14% | i | nt
COc1ccc(-c2cc(C(F)(F)F)nc(N3CCN(c4ccc(F)cc4)CC3)n2)cc1OC
  1% | 1% | -14% | -11% | 5% | -1% | i | -17%
CCCn1c(=N)c(S(=O)(=O)c2ccccc2)cc2c(=O)n3cccc(C)c3nc21
  -23% | 9% | 1% | 6% | 9% | 20% | i | -5%
CN1CCN(C2=Cc3cc(Cl)ccc3Sc3cc(F)ccc32)CC1
  -10% | 3% | -8% | -13% | 19% | ? | -4%[57.5 µM] | -7%
CCOc1ccc2[nH]c(=O)c(CN(CC3COCCO3)C(=O)c3ccco3)cc2c1 (stereo not drawn)
  9% | 7% | -10% | -17% | 22% | -3% | -9% | 0%
c1ccc2[nH]c(-c3ccncc3)nc2c1
  11% | 4% | 8% | 12% | 7% | 14% | i | -1%
CC(C)Oc1cc(NC(=O)CSCC(=O)Nc2cccc(C(F)(F)F)c2)c(Cl)cc1Cl
  0% | ? | -21% | ? | 18% | 20% | i | -42%[inhibitor]
COc1ccc(C(CNC(=O)c2cc(=O)[nH]c3ccccc23)N2CCCC2)cc1 (stereo not drawn)
  -1% | -1% | 13% | 13% | ? | -5% | -21% | -2%
CC(OC(=O)c1ccc2c(=O)n3c(nc2c1)CCCCC3)C(=O)Nc1ccc(Cl)cn1 (stereo not drawn)
  -6%[0.397 µM] | -4% | -3% | -10% | 10% | 10% | -16% | 5%

Next records
Order of results: TDP-43 yeast inh | EPAC1 agonist | EPAC2 antagonist | EPAC1 antag | FUS suppressor | EPAC2 agonist | PTHR1 ag | aSyn yeast inh
CCC(C)NC(=O)C1CCCN(C(=O)NC2CCCCC2)C1 (stereo not drawn)
  4% | 5% | -18% | -5% | ? | 12% | ? | 0%
CCOC(=O)C1CCCN(S(=O)(=O)c2ccc3c4c(cccc24)C(=O)N3CC)C1 (stereo not drawn)
  24% | 5% | -18% | 6% | 45% | 8% | -33%[inhibitor] | -7%
Cc1ccccc1NC(c1cccc(Cl)c1)c1nnnn1C1CCCCC1 (stereo not drawn)
  5% | 2% | 1% | -1% | nt | -4% | -4% | 1%
COc1cccc(-c2cccc(NC(=O)C3CCN(CC4CCOC4)CC3)c2)c1 (stereo not drawn)
  1% | -15% | 0% | -20% | 3% | -4% | 5% | 3%
CCOc1ccc(N2C(=O)CC(NCCc3c[nH]c4ccccc34)C2=O)cc1 (stereo not drawn)
  -21% | -4% | 4%[57.1 µM] | -31% | 21% | 14% | -16% | 2%
COc1ccc(S(=O)(=O)N(CC(=O)NCC2CCCO2)Cc2ccccc2)cc1 (stereo not drawn)
  9% | 5% | -8% | 13% | 17% | 10% | -19% | 1%
CCSC1=C(C#N)C(c2ccc(C)s2)CC(=O)N1 (stereo not drawn)
  -5% | -7% | 8% | 15% | 19% | 4% | -4%[57.5 µM] | 0%
COc1ccc(CNCCC(c2ccc(F)cc2)c2ccc(OC)cc2)cc1 (stereo not drawn)
  13% | -5% | -7% | -16% | 21% | -8% | -29% | -2%
COCCCN1C2=C(C(=O)CC(C)(C)C2)C(c2ccc(O)c(OC)c2)C2=C1CC(C)(C)CC2=O
  -4% | -3% | 8% | -17% | 18% | 4% | -18% | 1%
Cc1cc(C(=O)N/N=C/c2cccc3ccccc23)c(C)o1
  11% | 4% | 1% | 10% | -13% | 6% | -11% | 4%
COc1ccc([N+](=O)[O-])cc1NC(=O)C(C)OC(=O)c1cccnc1 (stereo not drawn)
  22% | 4% | 4% | -1% | -1% | 6% | i | 0%

Three entries from above, arranged by their value in EPAC2 antagonist, lowest first.
Structure	EPAC2 antagonist
COc1ccc(S(=O)(=O)N(CC(=O)NCC2CCCO2)Cc2ccccc2)cc1 (stereo not drawn)	-8%
COc1ccc(CNCCC(c2ccc(F)cc2)c2ccc(OC)cc2)cc1 (stereo not drawn)	-7%
Cc1cc(C(=O)N/N=C/c2cccc3ccccc23)c(C)o1	1%

The list is partial; rates above refer to the full screens.
